High-throughput results (PubChem BioAssay)
tuberculosis growth: growth inhibition of non-replicating M. tuberculosis (AID 488890); 320,000 compounds, 0.39% hits; Mycobacterium tuberculosis non-replicating, growth inhibition; higher % means a stronger effect; inhibition, % at 25 µM; hits with a dose series show IC50 in µM; in the data active means a potency from the dose series; inconclusive means inhibition mostly from about 82% at the one dose, without a potency; inactive means the rest, 99 in 100 with inhibition below about 76%;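 further: plate controls were DMSO cells for no effect and high antibiotic wells for full effect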
H37Rv inhibition: M. tuberculosis growth inhibition, HTS (AID 449762) | M. tuberculosis H37Rv growth inhibition, 7H9 media; higher % means a stronger effect | inhibition, % at 25 µM; hits with a dose series show IC50 in µM | 330,000 compounds, 0.59% hits; in the data active means a potency from the dose series; inconclusive means inhibition above about 70% without an active follow-up result;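 further: bacterial growth assessed after seven days of incubation; strong numbers were not always called active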
Salmonella PhoP GFP: PhoP regulon inhibitors, Salmonella typhi PhoP promoter GFP reporter, confirmatory (AID 1850) | 310,000 compounds, 0.33% hits | inhibition, % at 50 µM, or IC50 in µM where a hit was titrated | Salmonella Typhi PhoP-promoter GFP reporter, fluorescence, 4 h; higher % means a stronger effect; in the data active means a potency from the dose series; inconclusive means inhibition mostly from about 25% at the one dose, without a potency; inactive means the rest, 99 in 100 with inhibition below about 19%;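 further: 0% = induced wells with vehicle and 100% = uninduced wells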
influenza NS1A: H1N1 influenza NS1A inhibitors, functional cell based assay (AID 504329); NS1A functional cell-based assay, percent inhibition; higher % means a stronger effect; one-dose inhibition, % at 12.5 µM; IC50 in µM for titrated hits; 340,000 compounds, 0.3% hits; in the data active means a potency from the dose series; inconclusive means inhibition above about 27% without an active follow-up result; further: strong numbers were not always called active
VEEV TC-83 Vero: inhibitors of VEEV TC-83 cytopathic effect, confirmation, Vero cells (AID 588727). inhibition, % at 20 µM, or IC50 in µM where a hit was titrated. 350,000 compounds, 0.13% hits. Vero cells, VEEV TC-83 cytopathic effect inhibition; higher % means a stronger effect; in the data active means a potency from the dose series; inconclusive means inhibition mostly from about 14% at the one dose, without a potency; inactive means the rest, 99 in 100 with inhibition below about 12%; further: strong numbers were not always called active
VEEV TC-83 Vero 10K pilot screen: recorded beside VEEV TC-83 Vero, whose call it bears; inhibition, %; measured here: 10K pilot screen inhibition
* hit, by the source's call; i = inactive; ? = inconclusive; . = no result given; & = joins results of further samples.

Sample of the layout (14 entries):
SMILES	tuberculosis growth	H37Rv inhibition	Salmonella PhoP GFP	influenza NS1A	VEEV TC-83 Vero	others
Cc1ccc(C(=O)Nc2nc(COc3ccccc3)cs2)s1	25%	?	15%	9%	0.3%
COc1ccc(C(=O)N/N=C(/C)c2cccc(NC(=O)c3ccccc3F)c2)cc1	-3%	-3%	-3%	-8%	2.8%
c1c2c(cc3sc(N4CCCCC4)nc13)OCCO2	13%	3%	9%	22%	0.4%
COC(=O)c1ccc(-n2c(CCC(=O)O)ccc2-c2ccccc2)cc1	2%	-9%	1%	-14%	i
[O-]/C(=C(\C(=S)Nc1cccc2ccccc12)[n+]1ccccc1)c1ccc(OC(F)F)cc1	.	.	.	4%	2.1%
Cc1ccc(S(=O)(=O)NN2C(=O)c3ccccc3NC2c2ccccc2F)cc1 (stereo not drawn)	-1%	5%	3%	7%	1.1%
CCN(CC)c1ccc(C(=O)NNC(=O)CCl)cc1	?	?	7%	-3%	6.7%
COc1ccc(N(C(=O)c2snc(C(N)=O)c2N)C(C(=O)NC2CCCC2)c2cc(OC)ccc2OC)cc1 (stereo not drawn)	63%	1%	12%	10%	0.3%
CC1(c2nnc(-c3cccc(Cl)c3)o2)CC(c2cccnc2)=NO1 (stereo not drawn)	29%	3%	-1%	12%	1.4%
O=C1CC(NCc2ccco2)C(=O)N1CCc1ccccc1 (stereo not drawn)	.	.	-6%	-19%	i
Cc1cccc(C)c1NC(=S)N(CCN(C)C)C(C)c1ccccn1 (stereo not drawn)	4%	-6%	6%	11%	0.2%
CN(C)S(=O)(=O)c1ccc(N2CCCC2=O)c([N+](=O)[O-])c1	17%	-3%	-3%	14%	0.1%
O=C(Cc1ccccc1)Nc1ccc(NC(=O)c2ccccc2)nc1	-2%	9%	-20%	-1%	0.2%
Cc1ccc(C(=O)NC2CCSC2=O)cc1 (stereo not drawn)	4%	-1%	-2%	-2%	0.4%

The whole of this part (from the top)
SMILES	tuberculosis growth	H37Rv inhibition	Salmonella PhoP GFP	influenza NS1A	VEEV TC-83 Vero	others
Cc1ccc(C(=O)Nc2nc(COc3ccccc3)cs2)s1	25%	?	15%	9%	0.3%
COc1ccc(C(=O)N/N=C(/C)c2cccc(NC(=O)c3ccccc3F)c2)cc1	-3%	-3%	-3%	-8%	2.8%
c1c2c(cc3sc(N4CCCCC4)nc13)OCCO2	13%	3%	9%	22%	0.4%
COC(=O)c1ccc(-n2c(CCC(=O)O)ccc2-c2ccccc2)cc1	2%	-9%	1%	-14%	i
[O-]/C(=C(\C(=S)Nc1cccc2ccccc12)[n+]1ccccc1)c1ccc(OC(F)F)cc1	.	.	.	4%	2.1%
Cc1ccc(S(=O)(=O)NN2C(=O)c3ccccc3NC2c2ccccc2F)cc1 (stereo not drawn)	-1%	5%	3%	7%	1.1%
CCN(CC)c1ccc(C(=O)NNC(=O)CCl)cc1	?	?	7%	-3%	6.7%
COc1ccc(N(C(=O)c2snc(C(N)=O)c2N)C(C(=O)NC2CCCC2)c2cc(OC)ccc2OC)cc1 (stereo not drawn)	63%	1%	12%	10%	0.3%
CC1(c2nnc(-c3cccc(Cl)c3)o2)CC(c2cccnc2)=NO1 (stereo not drawn)	29%	3%	-1%	12%	1.4%
O=C1CC(NCc2ccco2)C(=O)N1CCc1ccccc1 (stereo not drawn)	.	.	-6%	-19%	i
Cc1cccc(C)c1NC(=S)N(CCN(C)C)C(C)c1ccccn1 (stereo not drawn)	4%	-6%	6%	11%	0.2%
CN(C)S(=O)(=O)c1ccc(N2CCCC2=O)c([N+](=O)[O-])c1	17%	-3%	-3%	14%	0.1%
O=C(Cc1ccccc1)Nc1ccc(NC(=O)c2ccccc2)nc1	-2%	9%	-20%	-1%	0.2%
Cc1ccc(C(=O)NC2CCSC2=O)cc1 (stereo not drawn)	4%	-1%	-2%	-2%	0.4%
CCOC(=O)c1cnn(-c2nc(-c3ccc(C)cc3)cs2)c1C(F)(F)F	41%	-1%	-6%	-31%	0.5%
COCCNC(=O)c1cc(-c2ccc3c(c2)OCO3)on1	21%	-6%	0%	3%	1.4%
COCCCNC(=O)C[C@H]1C[C@H](C(=O)N2CCOCC2)[C@@]2(C)c3[nH]c4cc(CCC(=O)N(C)C)ccc4c3CCN2C1=O	.	.	.	-9%	0.2%
Cc1cc(C)c(NC(=O)CNC(=O)COC(=O)Cc2cccs2)c(C)c1	5%	4%	5%	-5%	0.7%
Cc1nc(C)c(C(=O)N2CCCC(CCC(=O)NCc3ccc(F)c(F)c3)C2)s1 (stereo not drawn)	0%	-2%	4%	-8%	0.6%
Cc1cc(C)nc(N/N=C/c2cn[nH]c2-c2ccccc2)n1	10%	-1%	-26%	-22%	5.6%
Clc1ccc(OCCCCN2CCCCC2)cc1	50%	0%	5%	-4%	i
Cc1nc(C)c(C(=O)OCC(=O)NCCc2ccc(F)cc2)s1	.	.	.	0%	1.2%
COc1cccc(-c2ncc3ccccc3c2COC(=O)N(C)C)c1	.	-2%	.	7%	4.1%
O=C(Nc1nccs1)c1cc2c(s1)CCCCC2	?	?	-25%	-6%	4.2%
COc1ccccc1NC(=O)CSc1nc2sc(C)c(C)c2c(=O)n1C	-18%	6%	1%	7%	3.1%
Continued:
SMILES	tuberculosis growth	H37Rv inhibition	Salmonella PhoP GFP	influenza NS1A	VEEV TC-83 Vero	others
CCN(C(=O)COC(=O)c1c2c(nc3ccccc13)CCC2)c1c(N)n(Cc2ccccc2)c(=O)[nH]c1=O	.	.	.	-19%	1.4%
Cc1ccc(-c2c3c(=O)n(C)c(=O)n(C)c3cn2-n2cnnc2)cc1	33%	2%	0%	3%	3.6%
COc1ccc(-n2nc(C(=O)NCC(=O)NCCC3=CCCCC3)c3ccccc3c2=O)cc1OC	-1%	2%	4%	-9%	9.1%
CC(=O)OCC(=O)NCCCOc1cccc(CN2CCCCC2)c1	-5%	4%	-1%	-3%	1.1%
COc1ccc(NC(=O)c2ccccc2C)cc1	26%	6%	-3%	-7%	4.9%
CCN1CCN(CC(O)COc2ccc(C)c(C)c2)CC1 (stereo not drawn)	-3%	4%	-3%	1%&-19%	0.5%
COC(=O)c1ccccc1NC(=O)c1ccc(-c2cccc(Cl)c2)o1	3%	1%	-22%	11%	i
CCOC(=O)C1CCN(C(C(=O)NC2CCCC2)c2ccc(C)cc2)CC1 (stereo not drawn)	.	-7%	-4%	4%	0.1%
CC(=O)c1cccc(NC(=O)c2sc3nc4n(c(=O)c3c2C)CCCCC4)c1	44%	10%	14%	2%	0.8%
O=C(c1cnc(Cl)c(Cl)c1)N1CCC(Cc2ccccc2)CC1	0%	6%	-7%	-10%	i
CCOc1ccc(NC(=O)CC2C(=O)NCCN2C(=O)Nc2ccccc2)cc1 (stereo not drawn)	-2%	-7%	4%	14%	1.9%
Cc1nn(Cc2ccc(Cl)cc2)c(C)c1NC(=O)c1cc(-c2ccc3c(c2)OCO3)on1	-2%	-4%	2%	-6%	0.9%
O=P(C(Cl)Cl)(N1CCCCC1)N1CCCCC1	-7%	2%	3%	-2%	1.0%
Oc1cccc(C=NN=C2c3ccccc3-c3ccccc32)c1	.	.	.	9%	5.9%
CCCCS(=O)(=O)N1CCN(S(=O)(=O)c2cccs2)CC1	-7%	-5%	-10%	-5%	5.1%
COc1ccc(CNC(=O)C2CC(C)=CCC2C(=O)O)cc1 (stereo not drawn)	-8%	0%	-13%	-13%	1.5%
C/C(=N\N1CCN(c2ccc(Cl)cc2)CC1)c1cccc([N+](=O)[O-])c1	12%	-3%	-12%	12%	1.0%
COc1ccc(C)cc1NC(=O)C(=O)c1cn(CC(=O)N2CCCC2)c2ccccc12	20%	10%	-3%	-2%	7.5%
Cc1cccc(N(C(=O)c2snc(C(N)=O)c2N)C(C(=O)NC2CCCC2)c2ccco2)c1 (stereo not drawn)	.	.	.	6%	1.0%
Cc1ccc(-n2nc3c(=O)n(CC(=O)NC(C)CCc4ccccc4)nc(C)c3c2C)cc1 (stereo not drawn)	-7%	-4%	6%	-7%	0.4%
CCN1CCN(Cc2ccc(OCc3ccccc3)cc2)CC1	28%	-4%	0%	-1%	i
COc1ccc(S(=O)(=O)NNC(=O)C(=O)NNc2ccccn2)cc1	-13%	-7%	3%	11%	2.9%
CCOCC(=O)Nc1nnc(COC)s1	.	5%	6%	-17%	0.3%	VEEV TC-83 Vero 10K pilot screen=1.2
O=C(c1ccc2nc(N3CCOCC3)sc2c1)N1CCN(C(=O)c2ccco2)CC1	.	-6%	-2%	3%	1.1%
CCCCCN(C(=O)CCC(=O)OCC(=O)c1ccc(C(C)(C)C)cc1)c1c(N)n(CCCC)c(=O)[nH]c1=O	2%	63%	5%	-5%	1.7%

Reprinted from the part before: two compounds; new compounds follow.
SMILES	tuberculosis growth	H37Rv inhibition	Salmonella PhoP GFP	influenza NS1A	VEEV TC-83 Vero	others
O=C(c1ccc2nc(N3CCOCC3)sc2c1)N1CCN(C(=O)c2ccco2)CC1	.	-6%	-2%	3%	1.1%
CCCCCN(C(=O)CCC(=O)OCC(=O)c1ccc(C(C)(C)C)cc1)c1c(N)n(CCCC)c(=O)[nH]c1=O	2%	63%	5%	-5%	1.7%
Cc1cccc(CSc2nnc3c(n2)[nH]c2ccccc23)c1	15%	4%	-1%	2%	1.9%
Cc1cccc(Cn2nc(C)cc2NC(=O)Cn2cc([N+](=O)[O-])cn2)c1	-6%	-7%	0%	-2%	0.8%
COc1ccc(S(=O)(=O)N(C)c2ccc(C(=O)Nc3c(C)n(C)n(-c4ccccc4)c3=O)cc2)cc1	4%	-9%	-3%	1%	5.5%
O=C(NCc1ccccn1)c1ccc2nc(-c3ccco3)c(-c3ccco3)nc2c1	16%	0%	-4%	.	.
O=C(O)C1CC(=O)N(Cc2cccs2)C1 (stereo not drawn)	4%	1%	-10%	5%	2.8%
O=C(COC(=O)COc1ccccc1F)NCc1ccco1	-8%	-4%	.	-18%	2.8%
COc1ccc(C(CNC(=O)C2CC(=O)N(Cc3ccccc3)C2)N2CCCC2)cc1 (stereo not drawn)	-3%	11%	.	-2%	1.1%
S=C(NCc1cccs1)Nc1cccc(Cl)c1	78%	0%	-7%	22%	i
CCS(=O)(=O)N1CCCC(C(=O)Oc2ccc(Br)cc2)C1 (stereo not drawn)	58%	4%	-2%	22%	i
CCOc1ccc(CCNC(=O)COC(=O)COc2ccc(Br)cc2)cc1OCC	5%	-1%	-8%	-11%	i
COC(=O)[C@@]12OC[C@]34[C@H]([C@@H](O)[C@@H]1O)[C@@]1(C)C(=O)C(O[C@@H]5OC(CO)[C@@H](O)[C@@H](O)[C@@H]5O)=C[C@@H](C)[C@@H]1C[C@H]3OC(=O)[C@H](OC(=O)/C=C(\C)C(C)(C)OC(C)=O)[C@@H]24 (stereo partly drawn)	9%	-3%	19%	.	.
COc1ccccc1C(=O)Nc1nnc(SCC(=O)NC2CCCC2)s1	20%	11%	2%	-3%	7.7%
Cc1ccc(S(=O)(=O)NNC(=S)Nc2ccc(Cl)cc2)cc1	6%	3%	17%	-5%	i
CC1CCC(NC(=O)CCNS(=O)(=O)c2ccccc2)CC1 (stereo not drawn)	-7%	2%	-12%	-1%	0.6%
COc1cc(CNC(=O)C2CC2)ccc1OCc1ccccc1	6%	1%	9%	-3%	0.1%
COc1ccc(-c2nc(-c3ccncc3)no2)c(OC)c1	9%	4%	8%	-6%	3.2%
Cc1cccc(OCCN2C(=O)c3ccccc3C2=O)c1	42%	-5%	10%	-12%	2.8%
O=C(O)CCC(=O)Nc1ccc(N=Nc2ccccc2)cc1	.	.	.	0%	0.1%
CC(=O)N1N=C(c2c(-c3ccccc3)c3cc(C)ccc3[nH]c2=O)CC1c1ccco1 (stereo not drawn)	37%	47%	8%	4%	10%
CCN(CC(=O)NCc1cccs1)C(=O)c1cccc(S(=O)(=O)NC)c1	2%	4%	6%	8%	1.4%
Cc1cccc(CN(C)CCc2ccccn2)c1	-1%	-2%	5%	23%	i
CCn1c(SCC(=O)NNC(=S)Nc2ccc(C)cc2)nnc1-c1ccc(Cl)cc1	-14%	5%	-2%	-8%	1.8%
CC(C)(C)N1C(=O)[C@H]2[C@@H](c3ccc(Br)cc3)N3C(=O)N(c4cccc(F)c4)C(=O)[C@@]3(Cc3ccccc3)[C@H]2C1=O	5%	-5%	-5%	8%	i
CS(=O)(=O)N1CCC(C(=O)Nc2ccccc2F)CC1	-1%	2%	4%	-2%	0.8%
Cc1ccc(CNC(=O)CCS(=O)(=O)c2cc3c(cc2C)NC(=O)CO3)cc1	16%	-2%	5%	-6%	0.1%
CC1C=CCC2C(=O)N(c3cccc(C(=O)NCc4ccccc4)c3)C(=O)C12 (stereo not drawn)	-2%	0%	3%	-3%	0.2%
c1cncc(Nc2nc(-c3ccncc3)cs2)c1	6%	-4%	-1%	-1%	4.7%
O=C(O)c1cccc(N/N=C/c2ccc(-c3ccccc3)cc2)c1	.	.	.	-4%	i
